GALK inhibitor = galactokinase (human) inhibition; P51570; Purified GALK, Kinase-Glo residual ATP luminescence; Potency, µM (highest dose often 57.5 µM), for the others: at the top dose activity change, negative = inhibition, hits mostly inhibitors; hit rate 0.007% among 270,000; further: potency means the concentration at half of the fitted maximal effect; on the % scale 0 is the no-effect control and ±100 the full control effect
Target sequence (P51570 whole entry, looked up): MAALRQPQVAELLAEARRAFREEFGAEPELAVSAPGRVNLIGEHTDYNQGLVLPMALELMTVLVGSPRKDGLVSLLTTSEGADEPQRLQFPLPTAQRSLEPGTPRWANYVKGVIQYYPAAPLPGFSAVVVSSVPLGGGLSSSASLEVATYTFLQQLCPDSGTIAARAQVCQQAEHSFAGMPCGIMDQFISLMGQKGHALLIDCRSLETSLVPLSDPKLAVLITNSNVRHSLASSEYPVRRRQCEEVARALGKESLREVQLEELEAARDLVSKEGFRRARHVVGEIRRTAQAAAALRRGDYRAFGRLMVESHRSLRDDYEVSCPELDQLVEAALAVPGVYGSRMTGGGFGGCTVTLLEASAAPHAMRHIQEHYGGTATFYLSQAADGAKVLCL
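Luminescence from leftover ATP (Ultra-Glo luciferase/luciferin) served as read-out after a 1 h room-temperature reaction of 5 nM GALK with 35 uM ATP and 100 uM galactose.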
USP2a inh = USP2a (human) protease inhibition; USP2 core, Ub-CHOP2 coupled fluorogenic reporter, 485/531; Potency, µM (highest dose often 38.3 µM), for inactives: top-dose activity change, negative = inhibition, most hits filed as inhibitors; hit rate 0.01% among 330,000; O75604;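 further: potency means the concentration at half of the fitted maximal effect; plate controls were DMSO wells for no effect and full inhibition by NEM control for full effect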
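Deubiquitinase activity read as fluorescence (485/531 nm) after Ub-CHOP2 cleavage activates the enterokinase reporter on its substrate; USP2 core 10nM, Ub-CHOP2 and substrate 25nM each, 30min compound preincubation then 60min RT; data normalized to NEM, curves fitted.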
Giardia kill = kills Giardia lamblia | AID 540267 | activity change, % at 7.66 µM, hits read low | hit rate 0.15% among 340,000 | Giardia lamblia trophozoite viability; in the data active means activity change below about -80%; inconclusive means between about -30% and that limit;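 further: parasites exposed to compound for two days anaerobically before the ATP read; on the % scale 0 is the no-effect control and ±100 the full control effect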
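Trophozoites 100 cells/well + cpd; 48 hrs, 37 deg C, anaerobic. ATPLite 1-Step added, 15-30 min RT, luminescence read (ATP-based viability).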
KCNH2 3.1 block = KCNH2 3.1 (human) potassium channel inhibition; U2OS KCNH2 3.1, thallium flux FluxOr; stronger effect = lower value; activity change, % (tested at about 1.8 µM); hit rate 0.95% among 340,000;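 active means maximum activity change below -70%; inconclusive means maximum activity change from -70% to -50%; inactive means maximum activity change above -50%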;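 further: thallium influx rate constant from kinetic fluorescence after stimulation buffer; on the % scale 0 is the no-effect control and ±100 the full control effect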
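U2OS cells transduced with KCNH2 3.1 mutant virus (1.77 x 10^8 /mL, 4 h), plated overnight at 37 C, loaded 45 min with FluxOr dye plus Red40 quencher. Thallium flux rate constant from kinetic reads after stimulation buffer, normalised to controls.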
CXXC DNA block = MLL CXXC-DNA interaction inhibition; hit rate 0.037% among 290,000; Potency, µM (doses to about 115 µM), without a hit: at the top dose activity change, negative = inhibition, hits mostly inhibitors; MLL-CXXC / FITC-HOXA9 DNA fluorescence polarization; active means well fitted inhibition curve with a large enough effect in the polarisation, with a control signal flat, not every such curve was filed as active; inconclusive means small, poorly fitted or top-dose-only effect, or effect the other way, or a change in a side signal; inactive means no such curve, though single readings can be large or run the other way; the % refers to the polarisation; further: potency means the concentration at half of the fitted maximal effect
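Purified MLL-CXXC (added from a 7 uM solution) was preincubated 5 min at ambient with pinned compounds in 50 mM Tris-HCl pH 7.5, 50 mM NaCl, 1 mM DTT, 0.05% BSA. Fluorescein-labeled HOX-A9 DNA (50 nM solution) followed, 30 min, then polarization read.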
PKM2 act = activators of human pyruvate kinase M2 | AID 1631 | Potency, µM (doses to about 57.5 µM), without a hit: at the top dose activation, hits mostly activators | hit rate 0.34% among 260,000 | P14618 | purified PKM2, Kinase-Glo ATP luminescence, activation; response scale: 0% is enzyme alone, no compound; further: potency means the concentration at half of the fitted maximal effect; on the % scale 0 is the no-effect control and ±100 the full control effect; nearly all actives have a fitted effect of over 55% in size
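Purified hPK-M2 (>95% pure) converted ADP (0.1 mM final) to ATP with 0.5 mM PEP in 50 mM imidazole pH7.2, KCl, MgCl2, Tween 20, BSA; 1 h at room temperature. ATP detected by Kinase-Glo luminescence.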
KCNH2 WT inh = inhibitors of human wildtype KCNH2 potassium channel. hit rate 0.37% among 340,000. activity change, % at 1.84 µM. U2OS, BacMam KCNH2, thallium flux FluxOr; stronger effect = lower value. AID 720551;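 active means maximum activity change below -70%; inconclusive means maximum activity change between -70% and -50%; inactive means maximum activity change above -50%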; further: on the % scale 0 is the no-effect control and ±100 the full control effect
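U2OS cells were transduced with wild-type KCNH2 virus (2.03 x 10^8 / mL) for 4 h at room temperature, then cultured overnight at 37 C. Thallium flux was read with FluxOr dye. Rate constants were normalized to DMSO controls.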
B2AR arrestin = agonists driving beta-arrestin recruitment to human beta2-adrenergic receptor; hit rate 0.02% among 330,000; AID 492947; beta-arrestin recruitment to beta2AR, cell-based reporter; P07550; Potency, µM (titrated, usually from 46.1 µM), for inactives: at the top dose activation, actives largely listed as activators;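 further: potency means the concentration at half of the fitted maximal effect; 0% = DMSO controls and full agonism = EC100 isoproterenol or metaproterenol; nearly all actives have a fitted effect of over 65% in size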
Target sequence (P07550 whole entry, looked up): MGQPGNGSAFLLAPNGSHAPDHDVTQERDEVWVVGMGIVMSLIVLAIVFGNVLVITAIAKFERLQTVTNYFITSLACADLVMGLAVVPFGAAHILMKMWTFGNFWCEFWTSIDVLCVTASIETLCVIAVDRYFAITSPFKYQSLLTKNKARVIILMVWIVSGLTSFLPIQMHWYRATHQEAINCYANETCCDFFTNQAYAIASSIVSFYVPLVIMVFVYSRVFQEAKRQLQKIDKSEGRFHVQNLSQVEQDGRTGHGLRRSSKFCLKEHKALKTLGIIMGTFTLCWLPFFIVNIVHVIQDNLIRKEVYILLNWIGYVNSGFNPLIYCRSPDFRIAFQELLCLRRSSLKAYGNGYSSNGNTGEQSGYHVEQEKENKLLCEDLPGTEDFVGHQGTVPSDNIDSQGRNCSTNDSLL
FBPA coupling cs = counter-screen for Giardia aldolase inhibitors: coupling enzyme system | hit rate 0.67% among 290,000 | coupling enzyme system counterscreen, AmpLite Red fluorescence | AID 2472 | activity change, negative = inhibition, % at 58.2 µM, hits read low; in the data active means activity change below about -30%; further: on the % scale 0 is the no-effect control and ±100 the full control effect
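Counterscreen lacking aldolase: glyceraldehyde-3-phosphate coupling-enzyme reagent preincubated 10 min at RT with compound (at 57.5 uM final), then substrate/coupling system with AmpLite Red added; fluorescence read at 525/598 nm after 20 min RT.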
TRPV1 agonist = activates the human vanilloid receptor TRPV1; TRPV1-expressing cells, Fluo-8 calcium influx, agonist mode; activation, % at 8.33 µM; hit rate 0.19% among 320,000; AID 540275; in the data active means activation above about 80%; inconclusive means between about 30% and that limit; further: 0% is about no effect
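TRPV1-expressing cells were cultured overnight at 35.5C and loaded with Fluo-8 calcium dye for 40 to 90 min at room temperature. After a 10 s baseline, compound was added and calcium influx was read kinetically for 3 min (ex 480/em 520 nm).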
Menin-MLL TR inh = menin-MLL binding inhibition, Texas Red mutant peptide. O00255. Menin + Texas Red MLL mutant peptide, fluorescence polarization. Potency, µM (highest dose often 61.6 µM), for the others: at the highest dose FP activity change, negative = inhibition, most hits filed as inhibitors. hit rate 0.23% among 270,000. AID 1768; active means well fitted inhibition curve with a large enough effect in the polarisation, with a control signal flat, not every such curve was filed as active; inconclusive means small, poorly fitted or top-dose-only effect, or effect the other way, or a change in a side signal; inactive means no such curve, though single readings can be large or run the other way; the % refers to the polarisation; further: potency means the concentration at half of the fitted maximal effect; % of control where 0% means no effect; many of its hits are not listed in these tables
The depositor's hits bear a star; ? = inconclusive; . = no result given; & = joins results of further samples; [ ] = dose if it differs, or a comment. Unless noted, the call rests on the fitted dose curve; in most records, active means well fitted curve in the direction sought with a large enough effect; inconclusive means small, poorly fitted or top-dose-only effect, or another doubt; inactive means no such curve, though single readings can be large; an effect the other way counts as inactive or inconclusive.

SMILES	GALK inhibitor	USP2a inh	Giardia kill	KCNH2 3.1 block	CXXC DNA block	PKM2 act	KCNH2 WT inh	B2AR arrestin	FBPA coupling cs	TRPV1 agonist	Menin-MLL TR inh
COc1cc(NC(=O)CSc2nnc(-c3ccncc3)n2C2CCCCC2)ccc1NC(=O)c1ccco1	0%	4%	27	0	3%	10%	6	-0.5%	10	0	-2%
CC1(C)CC(=O)c2cn3c(nc2C1)nc1ccccc13	0%	3%	-7	-1	9%	-4%	-2	-0.3%	8	3	4%
CC(C)C(NC(=O)c1c(F)cccc1F)C(=O)N1CCN(c2ccccc2F)CC1 (stereo not given)	-2%	0%	-24	-13	-1%	.	-2	-0.3%	2	-4	.
CC1(C)Cc2c(sc3c2C(=O)N(c2ccccc2)C2=NCCCN23)CO1	3%	-2%	1	3	-2%	11%	8	-0.3%	4	-4	-10%
Cc1ccc(CC(=O)NCc2ccc(F)cc2)cc1	-1%	0%	-7	15	?	-11%	-8	0.3%	1	26	0%
O=C(Nc1ccc(Br)cc1)C(c1ccccc1)c1ccccc1	2%	0%	-11	-10	2%	7%	-1	0.3%	2	18	?
O=C(CCCN1CCC(NC(=O)c2ccccc2)CC1)c1ccc(Cl)cc1	2%	0%	-7	-106*	-9%	1%	-4	-0.7%	0	-5	-1%
O=C(COc1ccccc1)NC1CCCN(Cc2ccccc2F)C1 (stereo not given)	6%	-4%	-17	7	-1%	.	-13	0.3%	.	?	.
COC(=O)[C@H](Cc1ccccc1)NC(=O)N1CCCCC1	5%	-1%	-12	-3	-8%	-4%	-5	-0.6%	2	6	.
Cc1ccc([N+](=O)[O-])c(OCCN2CCCCCC2)c1	1%	2%	34[activator]	2	12%	-6%	20	-1.4%	-7	1	?
CC1Oc2ccccc2N(CC(=O)c2ccc(F)cc2)C1=O (stereo not given)	8%	0%	6	0	-2%	-11%	-2	0.0%	0	?	1%
Cc1ccc(C(=O)N2CC(=O)Nc3ccc(C)cc3C2c2ccccc2)cc1 (stereo not given)	3%	-8%	8	-30	3%	.	-1	-0.3%	-4	-1	?
O=C1CN(C(=O)COc2ccc(Cl)cc2Cl)c2ccccc2N1	1%	1%	2	14	9%	.	-1	-0.7%	-1	0	.
Cc1c(C)c2ccc(OCC(=O)Nc3nccs3)cc2oc1=O	4%	-2%	?	9	3%	.	1	-0.7%	.	2	.
O=C(NNC1=Nc2ccccc2SC1)c1cccc([N+](=O)[O-])c1	1%	0%	10	-2	10%	4%	-5	0.1%	1	8	.
Cc1cccnc1NC(=O)C1CC(=O)N(c2ccc3c(c2)OCCO3)C1 (stereo not given)	.	1%	-11	-4	.	.	-5	0.2%	.	-1	.
Cc1ccc(NS(=O)(=O)c2ccc(-n3cccn3)cc2)cc1C	4%	1%	1	-6	5%	.	0	0.0%	.	6	.
COC(=O)c1c(NC(=O)CS(=O)(=O)c2ccccc2)sc(C)c1C	.	3%	-2	-6	.	.	-1	?	.	20	.
C[C@H](NS(=O)(=O)c1ccccc1F)C(=O)OCC(=O)Nc1ccc2c(c1)OCCO2	.	1%	-1	9	.	.	-11	-0.3%	.	.	.
O=C(Nc1ccccc1N1CCCC1)C1CCN(S(=O)(=O)c2ccccc2C(F)(F)F)CC1	.	-5%	7	-3	.	.	6	0.5%	.	21	.
Cc1ccc(Nc2ncc3c(n2)CC(C)CC3=O)c(C)c1 (stereo not given)	3%	3%	-10	10	?	-1%	4	-0.7%	1	?	.
COc1cc(C2SC(C)C(=O)N2CCc2ccccc2)cc(OC)c1OC (stereo not given)	5%	-1%	-13	21	-2%	2%	3	0.2%	1	4	-18%
CCOc1cc(/C=N/Nc2nc(-c3cccs3)c(NC(C)=O)s2)ccc1O	3%	0%	-15	9	7%	?	2	0.5%	-1	1	.
CCO[C@H]1OC(C(=O)NCc2nc3ccccc3[nH]2)=C[C@@H](c2ccc(C(F)(F)F)cc2)[C@@H]1CCCO	-3%	2%	-3	-6	-9%	1%	8	0.6%	-6	0	37%[activator]
CNc1nnc(CSc2nc(C)cc(C)n2)s1	-3%	-1%	15	2	1%	0%	-6	0.4%	-2	-1	-11%

Following part:
SMILES	GALK inhibitor	USP2a inh	Giardia kill	KCNH2 3.1 block	CXXC DNA block	PKM2 act	KCNH2 WT inh	B2AR arrestin	FBPA coupling cs	TRPV1 agonist	Menin-MLL TR inh
Cc1ccc(NC(=S)NN(C)c2nc(C)cnc2C)cc1	0%	2%	-12	4	2%	-10%	-16	0.5%	1	6	-9%
COc1ccc(-c2[nH]ncc2-c2nc(C)cs2)c(O)c1	-1%	9%	-8	-1	-4%	1%	2	-0.9%	0	-1	4%
COc1ccc(F)cc1CN1CCN(CC(=O)Nc2ccccc2C(=O)NC2CC2)CC1	.	-1%	10	-106*	.	.	-107*	-0.5%	.	-1	.
O=C(NCc1ccc2c(c1)OCO2)c1cccc([N+](=O)[O-])c1	-2%	2%	-2	-2	-5%	0%	1	-0.1%	3	8	-6%
Nc1cc(-c2ccccc2)nn1S(=O)(=O)c1ccc(F)cc1	2%	-1%	-15	-6	-9%	18%	8	0.1%	-2	1	4%
CCOC(=O)C1(CCCc2ccccc2)CCN(C(=O)c2ccoc2)CC1	2%	-5%	4	5	0%	2%	2	-0.8%	2	?	?
O=C(NC(=S)Nc1ccccc1Cl)C1CC1	6%	-1%	-15	7	-10%	0%	6	?	.	10	.
CCOC(=O)C1=C(c2ccccc2)NC(=O)NC1c1cc(Cl)c(O)c(OC)c1 (stereo not given)	-2%	5%	-26	-10	2%	-1%	-10	0.1%	3	-2	-6%
CC(C)(C)N1CC23CCC(C[C@@H]2C1=O)O3 (stereo not given in full)	.	0%	-20	7	.	.	-3	-1.3%	.	-6	.
O=C(Nc1ccc(Cl)cc1C(=O)Nc1ccccn1)c1ccco1	1%	2%	-4	2	1%	4%	37	0.1%	0	3	4%
O=C(CNC(=O)c1ccc(Br)o1)NC1CCCCCC1	.	-4%	-2	-8	.	.	1	0.3%	.	10	.
CC(C)C(c1nnnn1CCc1ccccc1)N1CCSCC1 (stereo not given)	-3%	4%	-3	-3	-7%	-3%	21	-0.1%	-2	3	8%
COc1cc(C2C(C#N)=C(N)Oc3c2c(-c2ccccc2)nn3-c2ccccc2)cc(OC)c1OC (stereo not given)	0%	-1%	-4	-6	-3%	0%	-19	0.1%	4	-1	?
Cc1ccc(P(=O)(OCCN2CCOCC2)C(C)(C)C)o1 (stereo not given)	3%	3%	1	0	2%	-7%	13	-0.2%	5	1	-2%
Cc1ccc(S(=O)(=O)N(CCC(=O)Nc2ccc(OC(F)(F)F)cc2)c2ccccc2)cc1	-2%	-5%	16	-2	-2%	-6%	1	-0.1%	1	-3	14%
Cc1ccccc1/C=C\c1nc2ccccc2c(=O)[nH]1	1%	2%	-30	-2	5%	-12%	.	-0.2%	-1	2	15%
CCOC(=O)c1[nH]c2ccccc2c1NC(=O)COC	3%	0%	3	0	-8%	0%	18	-0.4%	4	2	0%
NC(=O)NCc1ccccc1Cl	-1%	1%	18	2	5%	-6%	-3	-1.4%	0	1	13%
O=C(CN1C(=O)S/C(=C\c2ccc(-c3cc(C(=O)O)ccc3Cl)o2)C1=O)Nc1ccc2c(c1)OCO2	0%	2%	.	.	21%	.	.	0.2%	.	-1	.
COc1ccc(C)cc1NC(=O)CN1CCN(S(=O)(=O)c2ccc(Br)cc2)CC1	2%	-5%	-24	-24	?	0%	-10	0.2%	-1	-2	-17%
Cc1ccccc1CCNC(=O)c1ccc(Cl)c(S(=O)(=O)N2CC(C)OC(C)C2)c1 (stereo not given)	.	2%	-2	-10	.	.	-9	-0.2%	.	?	.
O=C(CCc1nc(-c2ccccc2F)no1)NCCc1ccccc1Cl	7%	4%	8	2	4%	-1%	1	-0.1%	3	-2	18%
CC(=O)NCCc1nc2cc(NC(=O)c3ccccc3C)ccc2n1C	-3%	1%	-25	-7	-7%	2%[11.5 µM]	-12	-0.2%	0	0	3%
CCn1c(SCC(=O)Nc2ccc3c(c2)OCCO3)nnc1-c1cccs1	4%	-1%	4	-81*	4%	-3%	-1	1.0%	-10	-1	-3%
COc1ccc(C(=O)/C=C/c2ccc(OC)c(COc3ccc(F)cc3)c2)cc1	0%	-2%	-23	-6	-9%	-2%	5	0.0%	0	12	30%[activator]
O=[N+]([O-])c1ccccc1S(=O)(=O)NCCc1ccncc1	-1%	2%	-19	-28	-2%	18%	-6	-0.4%	2	1	-3%
N#CCC(=O)Nc1ccc(C(=O)OCC(=O)NNC(=O)c2cccs2)cc1	.	8%	4	1	.	.	5	0.4%	.	-6	.
N/C(=N\OC(=O)Cc1ccc([N+](=O)[O-])cc1)c1ccccn1	8%	-9%	-21	-20	-4%	-16%	-13	-1.1%	-27	4	?
COC(=O)C1=C(C)N(Cc2ccccc2)C(=NCCCCO)N[C@H]1c1ccccc1	.	1%&1%	3	.	6%&1%	-1%&-2%	.	-0.5%&-0.2%	0&0	5&2	?

This is a subset. The share of hits here may be higher or lower than overall.
